FEN1 inh – human FEN1 inhibition. P39748. Recombinant FEN1 flap cleavage, fluorescence, 15 min. Potency, µM (doses to about 114 µM), without a hit: at the top dose activity change, negative = inhibition, most hits filed as inhibitors. 390,000 tested, 0.35% active. AID 588795; note: nearly all actives have a fitted effect of over 65% in size
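FEN1 at 10 nM, compound pretreatment for 15 min (room temperature), 50 nM final substrate to initiate; endpoint reads at 0 and 15 min; DMSO-only plates used as vehicle background.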
N370S GC mod – N370S glucocerebrosidase modulation, Gaucher chaperone candidate; N370S GC spleen homogenate, 4MU-glucoside fluorescence; Potency, µM (top dose mostly 59.4 µM), inactives show at the top dose activity change, negative = inhibition, actives largely listed as inhibitors; 330,000 tested, 0.092% active; AID 2101;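 note: 0% = full enzyme activity and -100% = no enzyme basal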
GCN5L2 inh – blocks human GCN5L2 histone acetyltransferase | Q92830 | GCN5L2 HAT assay, ThioGlo1 CoA-SH fluorescence | Potency, µM (titrated, usually from 58.9 µM), for inactives: at the highest dose activity change, negative = inhibition, hits mostly inhibitors | 390,000 tested, 0.21% active | AID 504327
Target sequence (Q92830 whole entry, looked up): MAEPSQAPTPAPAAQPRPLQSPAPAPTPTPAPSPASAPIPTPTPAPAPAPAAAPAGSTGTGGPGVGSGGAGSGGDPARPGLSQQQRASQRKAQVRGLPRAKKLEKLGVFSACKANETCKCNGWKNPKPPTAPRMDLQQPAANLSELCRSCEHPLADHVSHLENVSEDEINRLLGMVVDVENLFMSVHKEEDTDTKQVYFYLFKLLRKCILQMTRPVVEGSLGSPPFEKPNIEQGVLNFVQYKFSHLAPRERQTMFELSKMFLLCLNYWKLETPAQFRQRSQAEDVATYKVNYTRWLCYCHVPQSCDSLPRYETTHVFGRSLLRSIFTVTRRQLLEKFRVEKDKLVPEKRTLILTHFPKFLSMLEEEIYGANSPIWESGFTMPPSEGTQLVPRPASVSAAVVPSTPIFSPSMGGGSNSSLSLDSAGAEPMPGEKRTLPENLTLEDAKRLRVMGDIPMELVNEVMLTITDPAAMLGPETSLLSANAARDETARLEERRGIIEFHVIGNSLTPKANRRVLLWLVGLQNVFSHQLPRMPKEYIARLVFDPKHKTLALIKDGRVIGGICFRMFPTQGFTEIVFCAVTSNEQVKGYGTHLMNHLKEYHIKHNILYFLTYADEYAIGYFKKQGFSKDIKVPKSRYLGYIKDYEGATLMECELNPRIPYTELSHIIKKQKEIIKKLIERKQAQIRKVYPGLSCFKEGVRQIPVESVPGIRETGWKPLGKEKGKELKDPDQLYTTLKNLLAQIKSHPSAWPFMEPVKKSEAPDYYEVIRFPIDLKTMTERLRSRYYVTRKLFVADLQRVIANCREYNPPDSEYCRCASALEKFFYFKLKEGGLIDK
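Enzyme at 20nM final was mixed with library compounds for 15 min at room temperature. Peptide H3(1-25) at 75uM, acetyl-CoA at 70uM and ThioGlo1 at 50uM were then added. Plates were read immediately and after 20 min (Ex340nm/Em540nm).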
* marks the source's active call; other numbers are inactive results; ? = inconclusive; . = not tested or not shown; [ ] = remark or other dose. Calls come from the whole dose curve; as a rule, active = well fitted curve in the direction sought with a large enough effect; inconclusive = small, poorly fitted or top-dose-only effect, or another doubt; inactive = no such curve, though single readings can be large; an effect the other way counts as inactive or inconclusive. Unless noted, % is set by controls: 0 for no effect and ±100 for the full control effect; potency is the fitted concentration of half-maximal effect.

SMILES	FEN1 inh	N370S GC mod	GCN5L2 inh
COCCCNC(=O)C(C)n1c2ccccc2c2cnn(C)c(=O)c21 (stereo not drawn)	-8%	.	-7%
Cc1ccccc1NC(=O)CCC(=O)N/N=C/c1cc([N+](=O)[O-])ccc1O	-4%	10%	-9%
CCc1cccc(Nc2ncnc3onc(-c4ccc(F)cc4)c23)c1	-17%	.	-1%
CC(C)(O)C#Cc1ccc(CN2CCN(C3CCCC3)C(CCO)C2)cc1 (stereo not drawn)	-4%	-15%	0%
CO/N=C\CC(=O)Nc1ccc(Oc2ccccc2)cc1	10%	4%	-4%
O=C(Cn1cnc2ccccc21)c1ccc(Br)cc1	-2%	27%	3%
COc1ccc(NC(=O)CSc2nnc3n2CCCCC3)cc1S(=O)(=O)N1CCOCC1	23%	.	-2%
Cc1nn(-c2ccccc2)c(N2CCCC2)c1/C=N/NC(=O)c1cc(-c2ccccn2)nc2ccccc12	-13%	11%	14%
Cc1ccc(-c2nc(CN(C)C3CCOCC3)c(C)o2)s1	14%	3%	-3%
O=C(CSc1cn(Cc2ccccc2)c2ccccc12)NCc1ccc(F)cc1	-8%	12%	1%
O=C(CSc1nncn1-c1ccccn1)Nc1ccccc1Cl	5%	25%	2%
CCCN(CCC)CC(O)CN(c1ccccc1)S(=O)(=O)c1ccc(C)cc1 (stereo not drawn)	-15%	-7%	0%
COc1ccccc1C(=O)Nc1ccnn1C1CCN(C/C=C/c2ccc(F)cc2)CC1	12%	-18%	-1%
CCN(CC)CC(C)(C)COC(=O)c1oc2ccccc2c1C	6%	-3%	0%
c1ccc(OCCN2CCN(C(c3ccccc3)c3ccccc3)CC2)cc1	-4%	-5%	-3%
CC(=O)Nc1sc2c(c1C(N)=O)CCC2	-3%	7%	1%
CCN1C(=O)N(C)[C@@H](c2ccccc2)C(C(C)=O)=C1C	20%	0%[12.8 µM]	.
CCSc1nnc(NC(=O)CCn2c(=O)oc3ccccc32)s1	2%	10%	-12%
Cc1ccc(Cn2c(CCCO)nc3ccccc32)cc1	-2%	-5%	-1%
COc1cc(NC(=O)Cn2ccsc2=N)c(C)cc1[N+](=O)[O-]	-3%	1%	3%

Some of the entries above in another layout.
SMILES: CCCN(CCC)CC(O)CN(c1ccccc1)S(=O)(=O)c1ccc(C)cc1 (stereo not drawn)
  FEN1 inh: -15%; N370S GC mod: -7%; GCN5L2 inh: 0%

SMILES: COc1ccccc1C(=O)Nc1ccnn1C1CCN(C/C=C/c2ccc(F)cc2)CC1
  FEN1 inh: 12%; N370S GC mod: -18%; GCN5L2 inh: -1%

SMILES: CCN(CC)CC(C)(C)COC(=O)c1oc2ccccc2c1C
  FEN1 inh: 6%; N370S GC mod: -3%; GCN5L2 inh: 0%

SMILES: c1ccc(OCCN2CCN(C(c3ccccc3)c3ccccc3)CC2)cc1
  FEN1 inh: -4%; N370S GC mod: -5%; GCN5L2 inh: -3%

(further entries)
SMILES	FEN1 inh	N370S GC mod	GCN5L2 inh
O=C(CSC1=NCCS1)N1CCCC1	-8%	8%	-1%
Cn1cc(-c2cc3n(n2)CCC(=O)N3CCCC(=O)NCc2ccccc2)c2ccccc21	4%	.	-8%
Cc1cc2cc3c(cc2nc1SCC(=O)O)OCCO3	-4%	8%	-1%
C=CCOC(=O)C1=C(C)NC(C)=C(C(=O)OCC=C)C1c1cccs1	-19%	-2%	-27%
Nc1nnc(COc2ccc(Br)cc2Br)s1	-1%	6%	-7%
O=C(O)CCc1ccc(-c2ccccc2)n1NC(=O)c1sc2ccccc2c1Cl	-5%	4%	-2%[0.501 µM]
CN1CCN(c2nc3c(c(=O)[nH]c(=O)n3C)n2CCOc2ccccc2)CC1	-2%	-18%	1%
COc1ccc(CNC(=O)c2c(-c3cc(Cl)c(OC)c(Cl)c3)noc2C)cc1	4%	-1%	0%
CC(C)CCn1c(SCC(=O)c2ccccc2)nc2c1c(=O)[nH]c(=O)n2C	-5%	5%	.
Cc1cc(NC(=O)C2CC(c3ccc(F)cc3)=NO2)no1 (stereo not drawn)	-4%	13%	-15%
Cc1ccccc1OCCSc1nc(C)c(Cc2ccccc2)c(=O)[nH]1	15%	.	2%
CC1CCCN(C(C(=O)Nc2ccc(C(C)C)cc2)c2ccc3c(c2)OCO3)C1 (stereo not drawn)	0%	-3%	-14%
CCCc1cc(=O)[nH]c(SCC(=O)Nc2ccc(N3CCCCC3)cc2)n1	-10%	.	3%
C=CCOC(=O)CN1C(=O)c2ccccc2C1=O	5%	?	-4%
CCOc1ccccc1OCCN1CCC(Cc2ccccc2)CC1	3%	-20%	-1%
CC(C)CC(=O)NC(=S)Nc1ccc(NC(=O)c2ccco2)cc1	6%	-9%	-2%
CCCCC1=CC2=C(c3ccco3)C(=O)C(C)(OC(=O)c3ccc(OC)cc3)C(=O)C2=CN1Cc1ccc(OC)cc1 (stereo not drawn)	.	5%[12.8 µM]	-7%
Cc1cc(C)n(CCc2nc3c4ccccc4nc(N4CCN(c5ccccc5F)CC4)n3n2)n1	1%	.	-2%
O=C(NCCc1ccc2c(c1)OCCO2)c1cc2ccccc2o1	6%	-3%	-5%
CCCCCCC[C@@H](C/C=C/CCC(=O)O)OC	-4%	.	0%
COc1ccc(NC(=O)CSCC(=O)N(C)Cc2c(F)cccc2Cl)cc1	-12%	-5%	-5%
Cc1cccc(OCC(=O)Nc2cc(C)c(C)cc2O)c1	2%	8%	-4%
O=[N+]([O-])c1ccc(C[n+]2ccccc2)cc1	12%	-5%	-5%
COCCn1c(=O)[nH]c2cc(C(=O)Nc3ccc(OC)c(Cl)c3)ccc2c1=O	6%	-3%	-5%
CCCCn1c(=O)c2oc3ccccc3c2n(CC(=O)Nc2ccccc2OC)c1=O	1%	.	2%
CCOc1ccc(C(=O)c2cn(Cc3ccccc3OC)c3cc4c(cc3c2=O)OCCO4)cc1	8%	.	-11%
Cc1ccccc1-n1nc(C)c2cc(C(=O)NC3CC3)sc21	-15%	-2%	?
CC1=C(C(=O)OC2CCCC2)C(c2ccc(Cl)cc2)CC(=O)N1 (stereo not drawn)	-2%	.	0%
O=C(NCC1COc2ccccc2O1)c1cccc(S(=O)(=O)N2CCCCC2)c1 (stereo not drawn)	-1%	.	-8%
Cc1ccn2cc(-c3cccc(NC(=O)C(C)C)c3)nc2c1	?	-15%	-1%
Cc1ccccc1N1CCN(S(=O)(=O)c2nnc(NC(=O)c3ccc(Cl)cc3)s2)CC1	-6%	.	0%
CCOc1cc(/C=C2\C(=O)N(CCC#N)N=C2C)ccc1OCC(N)=O	-5%	-2%	-15%
Cn1c(=O)n(-c2ccc(F)c(Cl)c2)c(=O)c2sc3ccccc3c21	19%	.	-3%
O=C(Cc1c(F)cccc1Cl)Nc1ccc(S(=O)(=O)N2CCCC2)cc1	-4%	3%	-7%
CCN1CCC[C@H]1CNC(=O)c1cc(S(N)(=O)=O)ccc1OC	.	1%	5%
CCOC(=O)CSc1nc2cc(OCC)ccc2cc1C#N	-12%	8%	0%
CCOC(=O)CCCCC(=O)c1[nH]c(=O)[nH]c1C[n+]1ccc(C)cc1	12%	9%	-5%
Cc1ccc(NS(=O)(=O)c2cc(NC(=O)c3cc4c(s3)CCCC4)ccc2C)c(C)c1	-15%	9%	-13%
O=c1[nH]n(CCO)c(=O)c2cccnc12	-1%	-3%	-4%
CCc1nc2onc(C)c2c(=O)n1CC(=O)O	6%	.	1%
O=C(NNC1=C(C(=O)C(F)(F)F)CCC1)c1cccc(Cl)c1	7%	0%	-15%
CCOc1ccc(-c2cc(C(=O)Oc3ccc(C#N)cc3)no2)cc1	-6%	.	-11%
CC1CCCCC12NC(=O)N(CC(=O)N1CCN(Cc3ccc(C#N)cc3)CC1)C2=O (stereo not drawn)	20%	.	-3%
CCc1ccc(N2CC(C(=O)Nc3ccc(S(=O)(=O)Nc4ncccn4)cc3)CC2=O)cc1 (stereo not drawn)	-1%	-4%	0%
O=C(NCc1ccccn1)c1ccccc1-c1ccccc1	0%	-19%	-5%
O=C(Nc1ccccc1)C1CCCCN1S(=O)(=O)c1ccccc1 (stereo not drawn)	-3%	-6%	0%
O=C(Nc1cccc(Cl)c1)c1ccc(NCC2CCCO2)c([N+](=O)[O-])c1 (stereo not drawn)	16%	-9%	3%
CCCc1cc(C(=O)NNC(=S)Nc2cccc(C)c2)cs1	1%	11%	-3%
CCCCOc1ccc(Cl)cc1CSc1nnc(C)n1N	3%	-1%	-26%
COc1cc(/C=C2/SC(=O)N(CC(=O)N3CCCC3)C2=O)ccc1Oc1ccc([N+](=O)[O-])cn1	1%	-2%	-3%
COC(=O)c1[nH]c2ccc(Br)cc2c1NC(=O)C(C)N1CCN(C2CCCCC2)CC1 (stereo not drawn)	3%	-22%	-2%
COc1ccc(CCNC(=O)[C@H](CC(C)C)NC(=O)N2CCn3c2nc2ccccc23)cc1OC	25%	-7%	-3%
Cc1ccc(CNC(=O)CN2CCCC(C)C2)cc1 (stereo not drawn)	11%	-11%	-3%
NC1=NC(=Nc2ccc(Br)cc2)c2ccccc21	-1%	9%	0%
O=c1c2c(nc3n1CCCCC3)sc1c(O)cccc12	14%	1%	?
COc1ccc(-c2cc(-c3ccccc3)nc(SCC(=O)Nc3ccccc3C)c2C#N)cc1	-11%	.	-4%
CC(=O)c1cn(CC(=O)NCc2cccnc2)c2ccccc12	-4%	-4%	-10%
COc1ccccc1CN1CC[C@@]2(CCCN(C(=O)c3cc(C(F)(F)F)cc(C(F)(F)F)c3)C2)C1	.	0%	0%
Cc1cccc(C(=O)O)c1O	.	-15%	-8%
COc1ccccc1C(=O)Nc1cccc(NC(=O)c2ccccc2OC)n1	5%	3%	-12%

Continuation.
SMILES	FEN1 inh	N370S GC mod	GCN5L2 inh
COCCSc1ccccc1C(=O)Nc1ccc(Cl)cn1	2%	5%	0%
Cc1nc2c(-c3ccc(Cl)cc3)cnn2c(N)c1-c1ccc(F)cc1	-20%	20%	10%
Cc1ccc(C)n1-c1nnc(N2CCCC(C(=O)NCc3cccc(Br)c3)C2)s1 (stereo not drawn)	-2%	.	-10%
Cc1nc2cnccc2n1C	2%	-10%	-4%
COCCNC(=O)C(=O)N/N=C/c1cccs1	?	-5%	-18%
Cc1cccc(-c2cc(C(=O)NCc3ccccn3)c3ccccc3n2)c1	-16%	12%	51%[activator]
C=CCn1c(SCN2C(=O)c3ccccc3C2=O)nc2ccc(Cl)cc2c1=O	-2%	18%	-1%
Cn1c(=O)c(C(=O)O)nn(-c2ccccc2)c1=O	-2%	.	-2%
Cc1cc(C)c(NC(=O)COC(=O)Cc2cccs2)c(C)c1	-8%	0%	-12%
O=[N+]([O-])c1ccc(S(=O)(=O)N/N=C/c2ccc3c(c2)OCO3)cc1	13%	-6%	-3%
N#Cc1cc(C(=O)Cc2ccccc2)c[nH]1	-13%	2%	-9%
c1ccc(-c2cnc(-c3ccccc3)nc2)cc1	-1%	6%	0%
CC(=O)Oc1ccc2nc(/C=C/c3ccccc3)oc(=O)c2c1	-8%	-19%	-2%
COc1cc(/C=C(\C#N)C(=O)N2CCc3ccccc32)ccc1O	-16%	-15%	?
CC(=O)Nc1nonc1-c1nc2ccccc2n1CCC(C)C	-2%	30%	-19%
CC1CCN(C(c2ccc(N(C)C)cc2)c2nnnn2Cc2ccccc2)CC1 (stereo not drawn)	-9%	20%	-5%
CCOc1ccccc1NC(=O)N1CCC(NC(=O)c2cccc(C)c2)CC1	5%	-18%	-7%
O=C(Nc1scc(-c2cccs2)c1C(=O)O)c1cccs1	4%	1%	3%
CC(C)C(NS(=O)(=O)c1cccc2nsnc12)C(=O)NCc1ccc2c(c1)OCO2 (stereo not drawn)	-4%	1%	2%
Cc1ccc(-n2c3nc(=O)[nH]c(=O)c-3cc3c(C)nn(-c4ccccc4)c32)cc1C	12%	.	-7%
CCn1nnc(NC(=O)c2ccc(Br)o2)n1	-3%	-17%	-7%
COC(=O)c1ccc(C(=O)Nc2ccc3nc(-c4cccnc4)[nH]c3c2)cc1	-7%	0%	2%
COc1cccc(OC)c1C(=O)NC(=S)Nc1ccc2c(c1)C(=O)N(C)C2=O	-5%	4%	-3%
CC(OC(=O)Cn1cnc2c1c(=O)n(C)c(=O)n2C)C(=O)NC1CCCCC1C (stereo not drawn)	-9%	-20%	-25%
Clc1ccccc1CSc1ncccn1	12%	6%	0%
c1ccc(Cn2c(CNc3nc4ccccc4n3CCN3CCOCC3)nc3ccccc32)cc1	-18%	-7%	-11%
Cc1cccc(Nc2nc(-c3ccc(O)c(O)c3)cs2)n1	-19%	-15%	-12%
Cc1ccc(NC(=O)c2ccc3c(c2)C(=O)N(c2cc(C)ccc2C)C3=O)nc1	-4%	2%	-4%
